PGC1a acetyl inh – modulators of PGC1a acetylation. U2OS PGC1a acetylation, AlphaScreen anti-acetyl-lysine; with virally co-expressed GCN5 acetyltransferase. inhibition, % at 15.6 µM. 0.17% of 350,000 active;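 active = every replicate shows inhibition of at least 40%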;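 also: 0% = neutral control wells and 100% = positive control wells; some results beyond the cut were filed as inactive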
Cneo AK release – causes C. neoformans cell lysis | adenylate kinase release luminescence, 4 h; normalised: neutral wells 0, clomiphene wells 100 | lysis activity, % at 15 µM | 0.2% of 360,000 active;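 active = mean lysis activity across replicates of at least 80%, whatever share of replicates individually reach that level; inactive = mean lysis activity below 80%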
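Signal: Adenylate kinase release luminescence | Assay system: Log-phase Cryptococcus neoformans yeast cells | Input: Cells at 5 × 10^6 per mL | Buffer or medium: Fresh YPD growth medium | Compound: Single dose | Schedule: Static 4 h at 37 °C with compound, 1 h detection | Controls: Clomiphene | Read-out: Luminescence rise reflecting yeast cell lysis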
PglD DTNB – blocks C. jejuni PglD acetyltransferase activity; inhibition, % at 12.5 µM; purified PglD enzyme, DTNB colorimetric CoA detection; 0.098% of 360,000 active; AID 602405; in the data active = inhibition above about 16%, passing the limit was not always enough; also: strong numbers were not always called active
ARNT TACC3 PPI – disrupts binding between human ARNT and TACC3 | Q9Y6A5 | AlphaScreen His-ARNT PAS-B/GST-TACC3 binding, luminescence; TACC3 fragment carries E629A point mutation | inhibition, % at 9.99 µM | 0.66% of 390,000 active | AID 623870;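 active = mean inhibition of replicates at least 50% and at least half of replicates each reaching 50%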;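 also: 0% = complete ARNT plus TACC3 wells and 100% = ARNT alone without TACC3; many hits fall short of the cut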
Statin myotox sup – suppressors of simvastatin-induced myotoxicity in C2C12 myotubes | rescue of ATP level, % at 7.49 µM | 0.78% of 330,000 active | ATP luminescence, 48 h; scaled: DMSO 0, geranylgeraniol control 100;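 active = mean ATP rescue above about 67%, or every replicate alone reaching that limit, limit read from the data, passing the limit was not always enough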;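 also: myotubes were challenged with 10 µM simvastatin during compound exposure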
LGR2 antag – Drosophila LGR2 receptor signaling inhibition | HEK293 LGR2, CRE-luciferase, bursicon-stimulated, 4 h | inhibition, % at 9.99 µM | 0.35% of 380,000 active | AID 720647;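 active = drop in luminescence signal, shown as inhibition above about 50% in the replicate tests, limit read from the data, passing the limit was not always enough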;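 also: agonist challenge used bursicon conditioned medium at about half maximal strength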
GSIS activator – primary screen for activators of insulin secretion dependent on glucose, INS-1E cells, GLuc reporter luminescence. activation, % at 16.6 µM. 0.61% of 370,000 active. INS-1E GLuc reporter insulin secretion, 2-3 h;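 active = lowest replicate activation of at least 40%, so every replicate reaches that level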;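 also: 0% = median of neutral control wells and 100% = median of IBMX positive control wells; some compounds called inactive have numbers as strong as hits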
PAX8 inh HTS – lowers PAX8-driven luciferase in RMG-I cells | RMG-I TPO-luciferase reporter, SteadyGlo, 24 h | inhibition, % at 12.6 µM | 1.2% of 360,000 active | AID 652154;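 active = mean replicate inhibition at least 60% with every replicate also reaching 60%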;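 also: luciferase light reporting Pax8 driven TPO promoter activity; plate controls were median of neutral control wells for no effect and mitoxantrone controls for full effect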
An asterisk follows results filed as active; . = no result given; & = joins results of further samples.

SMILES	PGC1a acetyl inh	Cneo AK release	PglD DTNB	ARNT TACC3 PPI	Statin myotox sup	LGR2 antag	GSIS activator	PAX8 inh HTS
CN1C(=O)c2cc(NC(=O)c3ccc(F)cc3)ccc2OC[C@@H]2O[C@@H](CC(=O)N3CCOCC3)CC[C@@H]21	-4.0	7.7	-2.8	-0.3	1.2	-3.9	-1.5	-5.2
Fc1ccc(CNC(=S)NC2CCCCC2)cc1	-0.7	-0.5	34.8*	1.6	.	4.3	-50.0	-7.4
COC(=O)c1nn(-c2cccc(C(F)(F)F)c2)c(=O)cc1Sc1ccccn1	.	-2.0	-7.0	2.5	-8.5	.	.	.
O=C(Nc1ccccc1F)N1CC(=O)N2[C@@H](CO)[C@@H](c3ccc(C#CC4CC4)cc3)[C@@H]2C1	6.4	.	.	.	.	9.7	-5.5	-9.9
O=C(C1CC1)N(CCc1ccccc1)Cc1nc2ccccc2c(=O)[nH]1	-5.9	0.3	2.9	-6.4	20.0	.	.	.
Cn1c(NCc2ccccc2F)nc2cc(-c3cccc(Cl)c3)sc2c1=O	.	-0.5	-1.1	.	-14.4	-10.9	-9.3	16.3
CCS(=O)(=O)Nc1ccc2c(c1)C(=O)N(C)[C@@H]1CC[C@@H](CC(=O)N3CCOCC3)O[C@H]1CO2	-6.6	0.1	3.4	4.7	-4.9	-7.5	6.7	-10.5
Cc1cc(NC(=O)CSc2nc3ccccc3cc2C#N)no1	.	-3.2	-6.0	-0.1	-14.3	-5.8	6.6	-123.4
Cc1ccc(CNC(=O)CCC(=O)Nc2nnc(C)s2)cc1	-4.0	-13.4	-0.7	.	4.1	-2.3	3.0	-1.3
CCCCCCCOC(=O)C[N+](C)(C)CCOC1CC2CCC1(C)C2(C)C (configuration not stated)	.	.	.	-6.9	.	22.5	433.5*	46.3
O=C(Nc1ccc(Oc2ncnc3cc(Cl)ccc23)nc1)Nc1cccc(C(F)(F)F)c1	-0.4	3.2	-6.4	-5.5	2.5	.	.	-30.8
COc1ccc(/C=C/C(=O)NC(=S)Nc2ccc(S(=O)(=O)N=C(N)N)cc2)cc1OC	.	0.9	5.0	-1.9	4.0	-0.7	18.4	15.0
N=C(CC1CC(=O)NC(=O)C1)C1=C(O)CCCC1=O	14.9	-1.0	-3.5	-7.0	.	-3.9	-7.4	-10.4
Cc1ccc(-n2c(=O)[nH]cc(C(=O)N3CCc4ccccc43)c2=O)cc1	13.7	0.1	-2.2	1.7	-2.8	.	.	10.1
COC(=O)c1ccccc1NC(=O)N1CCN(C(=O)c2ccco2)CC1	12.9	1.7	5.5	0.8	-6.2	.	.	4.9
CCN(C(=O)COC(=O)/C=C/c1cnc2ccccc2n1)C1CCS(=O)(=O)C1 (configuration not stated)	-0.4	1.1	5.7	2.7	-4.4	13.4	14.9	2.1
COCCCNC(=O)C[C@H]1C[C@H](C(=O)N2CCOCC2)[C@@]2(CCC3CCCC3)c3[nH]c4cc(CCC(=O)N(C)C)ccc4c3CCN2C1=O	.	-0.7	-1.7	-2.0	5.6	-7.1	5.9	9.7
O=C(NCC[C@H]1CC[C@H](NC(=O)C2CCCCC2)[C@@H](CO)O1)c1cnccn1	9.7	-1.9	4.8	-17.2	-2.6	9.1	4.6	-2.6
CCN1C(=O)[C@H]2[C@@H](c3ccc(-c4ccc(OC)cc4)cc3)N3CCC[C@@]3(C(=O)OC)[C@H]2C1=O	6.6	-0.2	4.1	-10.8	8.7	-40.2	4.6	-13.8
C/C=C/c1ccc2c(c1)O[C@@H](CN(C)Cc1cccnc1)[C@@H](C)CN([C@H](C)CO)S2(=O)=O	-5.1	46.4	-0.2	-3.1	-4.8	-8.8	1.5	.
O=C1Cc2ccccc2C(c2ccc(Cl)cc2Cl)N1 (configuration not stated)	-1.7	-1.3	2.9	5.1	.	5.6	1.3	-10.1
COc1cc2cc(C(c3nnnn3C3CCCC3)N3CCCCC3)c(=O)[nH]c2cc1OC (configuration not stated)	-5.4	1.7	-2.4	-2.0	-24.0	.	.	.
Cc1ccc(OCC(=O)Nc2ccccc2-c2ccccc2NC(=O)COc2ccc(C)cc2)cc1	.	.	.	1.8	.	-6.0	-3.7	-10.6
COc1ccc(S(=O)(=O)N(C)C[C@H]2Oc3ccc(NC(=O)Nc4ccc(F)cc4)cc3C(=O)N([C@@H](C)CO)C[C@H]2C)cc1	2.7	1.3	-6.9	5.9	-11.8	25.8	-28.6	.
CO[C@H]1CN(C)C(=O)c2ccc(NS(C)(=O)=O)cc2OC[C@@H](C)N(CC2CC2)C[C@H]1C	6.2	-11.4	-2.1	33.8	-9.7	13.9	12.8	-5.8

The final 2 entries of the part above come first, to join the parts.
SMILES	PGC1a acetyl inh	Cneo AK release	PglD DTNB	ARNT TACC3 PPI	Statin myotox sup	LGR2 antag	GSIS activator	PAX8 inh HTS
COc1ccc(S(=O)(=O)N(C)C[C@H]2Oc3ccc(NC(=O)Nc4ccc(F)cc4)cc3C(=O)N([C@@H](C)CO)C[C@H]2C)cc1	2.7	1.3	-6.9	5.9	-11.8	25.8	-28.6	.
CO[C@H]1CN(C)C(=O)c2ccc(NS(C)(=O)=O)cc2OC[C@@H](C)N(CC2CC2)C[C@H]1C	6.2	-11.4	-2.1	33.8	-9.7	13.9	12.8	-5.8
O=C(O)c1ccc2c(c1)C(=O)N(NC(=O)c1ccc(O)cc1)C2=O	.	.	.	4.0	.	7.3	17.3	-17.1
COc1ccccc1-c1c(C)[nH]n2c(=O)c(Cc3ccccc3)c(C)nc12	-6.2	.	.	7.0	.	6.0	-8.0	7.9
CC(=O)Nc1cc(-c2cccc(C(=O)N(C)C)c2)cn2c(-c3cccc(C(F)(F)F)c3)cnc12	5.0	-10.3	-2.6	.	-17.6	-0.1	.	.
O=C(O)c1c[nH]c2ccc([N+](=O)[O-])cc2c1=O	-5.3	9.8	-1.0	-2.1	-0.7	-6.1	3.2	5.7
CCc1nc2c(OCCn3cccc3)cccn2c1N(C=O)Cc1ccccc1	3.3	-2.4	-0.1	.	-0.3	6.8	.	13.7
O=c1ccnc(SCc2ccccc2Cl)[nH]1	4.0	6.1	-1.3	-8.8	2.9	.	.	.
CCCNC(=O)N(C)C[C@@H]1Oc2ncc(C3=CCCC3)cc2C(=O)N([C@@H](C)CO)C[C@@H]1C	-8.5	0.6	2.6	2.6	1.0	12.5	-3.4	-11.1
Cc1ccc(-c2ccccc2NC(=O)CCl)o1	-9.3	-3.1	-0.2	12.2	7.1	.	.	.
COc1ccccc1NC(=O)CSc1nnc(NC(=O)c2ccco2)s1	6.8	0.1	-2.1	-5.2	-5.2	12.1	15.3	.
O=C(Nc1ccc(C(=O)O)cc1)Nc1ccc(F)cc1F	3.6	-0.8	-2.5	-22.2	9.8	8.6	-9.5	-1.8
COC(=O)c1ccc(NS(=O)(=O)c2ccc(S(=O)(=O)N3CCOCC3)cc2)cc1	2.7	5.5	-6.1	-2.7	7.0	.	.	0.0
CCCN(C(=O)c1ccc(N2CCCC2=O)cc1)C1CCS(=O)(=O)C1 (configuration not stated)	4.6	2.5	3.1	1.6	2.3	-3.6	-3.1	2.1
COc1cc(CN2CCCC(CO)(Cc3ccccc3)C2)ccc1O (configuration not stated)	-2.4	0.7	-3.4	-9.0	9.5	.	.	25.3
CCC1CC(CSC(=N)N)OC1=O (configuration not stated)	-17.3	8.6	5.6	.	16.6	-5.4	.	-5.3
COc1cccc(C(=O)CC(C(=O)O)c2ccc(Cl)cc2)c1 (configuration not stated)	11.1	-2.1	1.9	-7.7	-4.4	.	.	12.2
c1ccc(CSc2ccc(-c3ccccn3)nn2)cc1	7.0	-7.3	3.9	65.0*	0.2	9.0	7.5	-63.4
COP(=O)(OC)c1ccc(NCc2cc(O)ccc2O)cc1	.	.	.	-5.5	.	-24.5	7.0	-2.3
COC(=O)C(NC(C)=O)(Nc1nc2c(s1)CCCC2)C(F)(F)F (configuration not stated)	3.0	-1.5	-2.9	0.4	-0.4	.	.	.
CSc1nc2[nH]c(=O)n(O)c(=O)c2n1Cc1ccccc1	-9.7	0.4	-4.2	2.4	0.8	12.6	6.1	-2.4
CC=Cc1ccc2n(c1=O)C[C@@H]1[C@@H](CO)[C@H](C(=O)N3CCC(Cc4ccccc4)CC3)N(C)[C@H]21 (mixture of isomers)	.	0.4	12.5	-5.4	-11.4	-16.7	-8.6	.
CC(=O)N(C)C[C@@H]1Oc2ncc(C#Cc3ccc(F)cc3)cc2C(=O)N([C@H](C)CO)C[C@H]1C	13.3	-10.0	1.2	11.7	-2.1	-5.5	10.3	-5.8
CO[C@H]1CN(C)C(=O)c2cc(NS(=O)(=O)c3cccc(Cl)c3)ccc2OC[C@H](C)NC[C@@H]1C	-1.3	2.2	4.3	.	0.7	-8.8	14.3	.
CSc1nc(SC(C)C(=O)O)c2c3c(sc2n1)COC(C)(C)C3 (configuration not stated)	26.6	-0.6	2.8	-5.6	-15.2	-10.0	30.4	26.9
CC(=O)N1CCN(C(=O)CSc2cc(C)c(Br)cc2C)CC1	-5.7	5.4	-2.2	.	.	16.0	9.9	0.7
C[C@H](CO)N1C[C@H](C)[C@H](CN(C)CC2CC2)Oc2c(NC(=O)Nc3ccccc3)cccc2C1=O	-13.6	-3.2	4.8	9.3	-3.0	-20.1	0.7	1.9
Further records.
SMILES	PGC1a acetyl inh	Cneo AK release	PglD DTNB	ARNT TACC3 PPI	Statin myotox sup	LGR2 antag	GSIS activator	PAX8 inh HTS
Cc1nc2c3ccccc3nc(SCC(=O)c3ccc(Cl)cc3)n2n1	9.6	-0.7	-7.2	-8.1	-3.3	-5.3	6.8	.
Cc1ccnc(NC(c2ccccc2)c2ccc3cccnc3c2O)c1 (configuration not stated)	5.9	4.0	0.5	23.9	18.9	8.7	-8.7	50.5
COc1cc(NC(=O)c2ccccc2)c(OC)cc1NC(=O)Cc1ccc(Br)cc1	1.4	-1.3	0.1	2.7	-30.4	11.3	3.6	16.9
O=C(NCc1cccc(Cl)c1)c1cc(=O)[nH]c2ccccc12	9.0	-0.3	-5.8	0.9	56.6	5.8	-22.0	-3.5
C[C@H](CO)N1C[C@H](C)[C@H](CN(C)C(=O)Nc2ccc3c(c2)OCO3)Oc2c(NS(=O)(=O)c3ccc(Cl)cc3)cccc2C1=O	13.9	6.1	-1.4	6.7	-41.7	3.1	-13.2	1.6
CC(=O)Nc1ccc2c(c1)C(=O)N(C)[C@H]1CC[C@@H](CC(=O)N3CCc4ccccc4C3)O[C@H]1CO2	8.0	-3.6	-2.4	10.4	-9.4	-13.1	-5.6	15.4
Cc1cc(C)nc(SCCC(=O)Nc2ccccc2C)n1	-4.4	4.3	-7.1	0.9	-0.6	.	.	.
CCCN(CCO)Cc1ccc(Br)cc1	5.0	-2.8	1.7	-16.1	-5.1	14.9	31.9	.
Cn1nc(C(C)(C)C)cc1NC(=O)C1(C)CCN1C(=O)CC(c1ccccc1)c1ccccc1 (configuration not stated)	.	-1.1	2.2	.	-1.0	-8.4	.	-1.6
COc1ccc(C(=O)COC(=O)c2ccc(OC)c(OC)c2)cc1OC	8.0	-0.2	-2.0	.	.	-12.9&-4.7	2.3&37.2	.
O=C(Nc1ccc(C(=O)N2CCN(c3ccccc3F)CC2)cc1)C1=CSCCO1	.	5.8	4.5	2.7	-4.7	-10.8	-8.6	-40.4
CCCCCn1c(CN2CCN(c3cc(Cl)ccc3C)CC2)nc2c1c(=O)[nH]c(=O)n2C	16.4	11.8	3.0	-7.5	.	12.4	-14.7	.
CC1c2nc3ccccc3n2C(CC(=O)NCc2ccccn2)C(=O)N1Cc1ccccc1 (configuration not stated)	2.3	-1.2	6.5	14.4	10.3	.	.	.
CCc1cc2c(C)ccc(C)c2nc1SCC(=O)Nc1c(C)[nH]c(=O)[nH]c1=O	-12.4	2.3	5.5	-32.0	.	38.8	-3.0	21.8
C[C@H](CO)N1C[C@H](C)[C@H](CN(C)S(=O)(=O)c2cn(C)cn2)Oc2ncc(C3=CCCC3)cc2C1=O	-3.5	-1.9	0.0	-3.2	-58.7	-6.1	8.4	-11.4

Compound activity (PubChem)
